NCI-60 one-dose screen, 48 h, at 10 µM unless noted. Numbers give growth in % (100 = growth as untreated, 0 = no growth, -100 = all killed).
M14: M14 melanoma. AID 1794745. 80,000 tested, 6.2% active
HOP-62: HOP-62 NSCLC | 80,000 tested, 3.9% active | AID 1794735
CCRF-CEM: CCRF-CEM leukemia. 77,000 tested, 7% active. AID 1794778
SK-MEL-28: SK-MEL-28 melanoma; 81,000 tested, 4.1% active; AID 1794761
SK-MEL-5: SK-MEL-5 melanoma; 80,000 tested, 6.4% active; AID 1794755
EKVX: EKVX NSCLC | AID 1794765 | 71,000 tested, 3% active
A549/ATCC: A549/ATCC NSCLC | 81,000 tested, 3.7% active
HOP-92: HOP-92 NSCLC cells; 71,000 tested, 6.3% active
* marks the source's active call; other numbers are inactive results; / = no result given; & = joins results of further samples. How the source made its calls: active means growth percent below 10; inactive means the rest.

No.	SMILES	M14	HOP-62	CCRF-CEM	SK-MEL-28
1	Cc1ccc2c(c1)n([O-])c1cc(Cl)ccc1[n+]2=O	99	103	35	133
2	N#Cc1nc(-c2cccs2)oc1NC1CCS(=O)(=O)C1 (stereo unspecified)	104	110	100	121
3	CCN1C(=O)N[C@H]2[C@@H]3NC(=O)c4ccc(Cl)n4[C@@H]3C[C@]21O	-21*	-4.6*	-7.2*	-6.9*
4	CCCCN1C(=O)CCC1=O	102	107	100	111
5	CCOC(=O)CSc1nc2nc(Cl)c(Cl)nc2[nH]1	104	109	101	109
6	C=C1CCC2C3(C)COC(C)(C)OC3CCC2(C)C1CC(NCc1ccccc1)C1=CCOC1=O (stereo unspecified)	102	108	101	104
7	O=C1SCCN1/N=C/c1ccc([N+](=O)[O-])o1	98	105	/	117
8	c1ccc2c(c1)nc(-n1cccc1)c1nc3ccccc3n12	101	67	83	97

No.	SK-MEL-5	EKVX	A549/ATCC	HOP-92
1	107	95	99	82
2	109	99	103	117
3	-29*	11	9.1*	3.9*
4	103	102	94	/
5	105	/	103	108
6	99	94	107	96
7	91	109	101	129
8	96	93	58	89

Carrying on:
No.	SMILES	M14	HOP-62	CCRF-CEM	SK-MEL-28
9	N#Cc1c(-c2ccc(C(F)(F)F)cc2)c(F)c(NCCC2CCC(O)C2)n2c1nc1ccccc12 (stereo unspecified)	18	59	18	62
10	CCCCCCCCCCCCCCCCCCOCC(O)CO (stereo unspecified)	101	100	87	/
11	Cc1ccccc1NC(=S)n1c(=O)cc(C)c2ccc(O)cc21	101	92	105	110
12	CC(CN1CCN(CC(C)C(=O)c2ccccc2)CC1)C(=O)c1ccccc1 (stereo unspecified)	102	94	94	113
13	CCOc1ccc(N2C(=O)N(c3ccc(SC)cc3)C(=N)C2=S)cc1	85	87	88	102
14	CCOC(=O)C1(CC(C)C)CCOC1=O (stereo unspecified)	106	109	92	103
15	CN(C)c1ccc(/C=C/C=C2\c3ccccc3-c3ccc([N+](=O)[O-])cc32)cc1	95	78	102	109
16	Cc1cc(S(=O)(=O)Nc2nn(C)c(=O)[nH]2)c(SCc2ccccc2)cc1Cl	/	85	83	106

No.	SK-MEL-5	EKVX	A549/ATCC	HOP-92
9	62	44	53	32
10	104	100	102	48
11	109	101	101	95
12	103	/	104	/
13	101	111	91	108
14	104	/	95	/
15	101	91	67	101
16	115	96	74	79

Carrying on:
No.	SMILES	M14	HOP-62	CCRF-CEM	SK-MEL-28
17	N#CC1C=CN(CC(N)=O)c2ccc3cccnc3c21 (stereo unspecified)	98	95	78	104
18	CCCCC(O)(CCCC)CCCC	97	99	105	108
19	CSc1nc(N)c(N=Nc2ccc(S(N)(=O)=O)cc2)c(N)n1	113	93	95	111
20	Brc1cccc[n+]1-c1cccc(-c2cccc(-[n+]3ccccc3Br)c2)c1	100	107	98	109
21	CCOC(=O)C1=C(C)N=C2SC=C(c3ccc(F)cc3)N2[C@H]1c1cn[nH]c1-c1ccc(F)cc1	97	85	90	98
22	c1cnc2noc(Nc3ncnc4c3sc3ncccc34)c2c1	101	94	/	104
23	CNCc1c(O)ccc2ccccc12	99	91	87	101
24	CC(C)C(NC(=O)c1ccccc1)C(=O)O (stereo unspecified)	107	97	89	119

No.	SK-MEL-5	EKVX	A549/ATCC	HOP-92
17	96	98	89	98
18	99	/	91	90
19	106	112	115	/
20	102	/	102	/
21	96	107	86	84
22	100	/	96	/
23	100	104	91	96
24	112	103	97	96

Continuation.
No.	SMILES	M14	HOP-62	CCRF-CEM	SK-MEL-28
25	CCCCCC(=O)Oc1ccc(/C(=C(\C)c2ccc(OC)cc2)c2ccc(OCCN3CCCCC3)cc2)cc1	-39*	63	57	28
26	Clc1nc(Cl)c2ncn(-c3ccccc3)c2n1	36	99	80	91
27	Cc1ccc(-c2cnc3sc(C(=O)NCCc4ccccc4)c(C)n23)cc1	92	89	65	104
28	O=S(=O)(Nc1nnc(/C=C/c2ccccc2)s1)c1ccccc1	95	121	96	108
29	CC(C)Sc1nc(Oc2ccccc2/C=C2/SC(=O)NC2=O)c(C#N)c(-c2ccc(F)cc2)n1	97	87	84	113
30	CC(=O)S	101	101	96	106
31	C=C(C)[C@@H]1CC[C@]2(C(=O)O)CC[C@]3(C)[C@H](CC[C@@H]4[C@@]5(C)C[C@@H](CC#Cc6ccccc6N)[C@H](O)C(C)(C)[C@@H]5CC[C@]43C)[C@@H]12	91	92	95	106
32	O=c1c(-c2nnc(SCc3ccccc3)o2)cnc2nc[nH]n12	100	92	90	107

No.	SK-MEL-5	EKVX	A549/ATCC	HOP-92
25	/	58	53	82
26	79	73	95	/
27	100	87	109	91
28	99	/	100	/
29	93	100	97	59
30	99	/	99	/
31	110	97	95	88
32	101	113	85	97

Next records:
No.	SMILES	M14	HOP-62	CCRF-CEM	SK-MEL-28
33	CC(=O)c1ccc(NC(=O)CSc2nnc(-c3cc(-c4ccc(C)cc4)nc4ccccc34)o2)cc1	58	18	54	99
34	C[C@H]1C=C(C[C@@H](O)CC#CC#CCCCCC[C@@H](O)[C@H]2CCC(=O)O2)C(=O)O1	137	95	106	123
35	CN1C(=C=Cc2cc(I)c(O)c(I)c2)C(C)(C)c2ccccc21	114	115	86	101
36	Nc1[nH]c(=O)nc2oc(-c3ccccc3)c(-c3ccccc3)c12	110	80	98	116
37	Cc1noc(NS(=O)(=O)c2ccc(N)cc2)c1C	99	108	95	112
38	Clc1nc(Nc2ccccn2)c2ncn(-c3ccc(Br)cc3Cl)c2n1	99	102	110	100
39	CCOC(=O)C(Cc1ccc(C)cc1)n1cc(-c2ccccc2)nn1 (stereo unspecified)	/	96	103	111
40	O=C1c2c(sc3c2CCCC3)N2C(=NN3C2=C2CC(c4ccccc4)=NN2C3NCc2ccccc2)N1Cc1ccccc1 (stereo unspecified)	139	130	73	97

No.	SK-MEL-5	EKVX	A549/ATCC	HOP-92
33	69	78	49	67
34	100	97	111	100
35	79	80	89	76
36	98	76	102	87
37	108	110	107	/
38	102	105	104	114
39	103	103	97	95
40	105	113	81	61

Next part
No.	SMILES	M14	HOP-62	CCRF-CEM	SK-MEL-28
41	O=C(NCc1ccccc1)C(=O)NCc1ccccc1	107	111	93	106
42	NS(=O)(=O)c1ccc(NC(=O)CS(=O)(=O)c2ccccc2)cc1	106	102	106	118
43	Cc1ccc(-n2c(=S)[nH]c3sc4c(c3c2=O)CCC(=O)C4)cc1	26	64	21	53
44	Nc1c(C(=O)N/N=C\c2ccc(OC(F)F)c(OCc3ccccc3)c2)cnn1CC(O)c1ccccc1 (stereo unspecified)	49	44	19	66
45	Cc1nn(-c2ccccc2)c2ncnc(N/N=C/c3cccc(O)c3)c12	29	44	27	54
46	Cc1ccc2c3c(c(=O)[nH]c2c1)C1(C(C#N)=C(N)O3)c2cc(Br)ccc2-c2ccc(Br)cc21	51	-27*	33	49
47	NC(CSCc1ccccc1)C(=O)O (stereo unspecified)	104	95	111	139
48	COc1ccc(-c2cc(-c3cc(OC)c(OC)c(OC)c3)c(C#N)c(=O)n2CCCCC(=O)Nc2ccccc2N)cc1	95	89	79	111

No.	SK-MEL-5	EKVX	A549/ATCC	HOP-92
41	98	/	97	/
42	102	103	105	109
43	27	94	52	57
44	23	73	46	77
45	30	82	58	/
46	61	-33*	-42*	-11*
47	104	98	102	126
48	87	87	93	83

The list goes on:
No.	SMILES	M14	HOP-62	CCRF-CEM	SK-MEL-28
49	Cc1cc(=O)oc2c1ccc1oc(C#N)c(C)c12	100	103	6.8*	97
50	COc1ccc2c(c1)c(-c1noc(-c3cn(C)c4ncccc34)n1)cn2C	97	83	98	88
51	O=c1[nH]c2c(Cl)c(Cl)c(Cl)c(Cl)c2[nH]c1=O	96	99	94	83
52	O=C1C(N2CCNCC2)=C(I)C(=O)c2ncccc21	106	88	99	121
53	CCOC(=O)c1c(N)c(C#N)cn1-c1cc(OC)ccc1OC	101	95	107	101
54	Cc1nn(-c2ccc(Cl)cc2)c2c1C(c1ccc(Br)cc1)C(C#N)=C(N)O2 (stereo unspecified)	94	100	101	107
55	O=C(NCCCNc1cc(-c2cn(-c3ccccc3)nc2-c2cccc(O)c2)ccn1)Nc1ccc(Cl)c(C(F)(F)F)c1	/	77	54	76
56	Cc1csc(N=Nc2ccc(N(C)C)cc2)[n+]1[O-]	83	99	99	96

No.	SK-MEL-5	EKVX	A549/ATCC	HOP-92
49	100	94	100	82
50	99	101	90	110
51	93	84	88	82
52	98	95	87	105
53	103	108	97	95
54	101	95	99	96
55	56	71	69	66
56	95	/	96	108

(further entries)
No.	SMILES	M14	HOP-62	CCRF-CEM	SK-MEL-28
57	CC1=NNC(=O)/C1=C\c1cc(=O)oc2cc(C)ccc12	106	103	93	108
58	CC(=O)Oc1cc2c(cc1OC(C)=O)C(=O)CCCC2	105	109	89	102
59	NCC1(O)CCCCC1	110	107	100	128
60	Cc1ccc(N2NC(C(=O)N(C)C)=NCC2=O)cc1	/	99	105	102
61	Cc1ccc(S(=O)(=O)N/N=C2\CCCc3ccccc32)cc1	118	108	92	105
62	Cc1ccc(S(=O)(=O)NCCCNc2nccc(-c3c(-c4ccc(F)cc4)nc4sccn34)n2)cc1	66	75	40	80
63	COc1ccc(C(=O)c2sc3nc(-c4cc(OC)ccc4OC)cc(-c4ccccc4)c3c2N)cc1	90	77	98	103
64	OCNC(=S)c1c(Cl)cccc1Cl	115	106	93	117

No.	SK-MEL-5	EKVX	A549/ATCC	HOP-92
57	99	94	97	97
58	101	100	95	74
59	122	142	98	95
60	104	103	106	107
61	103	94	101	100
62	62	/	44	/
63	95	90	80	102
64	99	/	105	82

The results go on.
No.	SMILES	M14	HOP-62	CCRF-CEM	SK-MEL-28
65	O=Nc1ccccc1N=O	82	96	97	93
66	NC(=O)C(c1ccccc1)N1CCCC1 (stereo unspecified)	100	102	/	102
67	CC1=NN(c2ccc(S(=O)(=O)O)cc2)C(=O)C1	100	95&111	97&97	103&107
68	Cc1cc(-c2ccc(Cl)cc2)n(Cc2nnc(SCC(=O)Nc3ccc(S(N)(=O)=O)cc3)n2C2CCCCC2)n1	100	114	114	106
69	Cc1ccc(C2=Nc3c(ccc4c(C)c(C)c(=O)oc34)OC2)cc1	103	97	/	110
70	O=C(NC(Cc1nn[nH]n1)C(=O)OCc1ccccc1)OCc1ccccc1 (stereo unspecified)	133	92	94	98
71	COc1ccc(/C=C/C(=O)c2ccc(NC(=O)CSc3nnc(-c4ccccc4)n3-c3ccccc3)cc2)cc1	88	96	76	100
72	COc1ccc(/C=C/C(=O)c2ccc(NC(=O)COc3cccc4cccnc34)cc2)cc1	100	112	87	99
73	CCOC(=O)CC(C(C)=O)C(=O)OCC (stereo unspecified)	105	106	102	109

No.	SK-MEL-5	EKVX	A549/ATCC	HOP-92
65	87	89	86	107
66	100	/	/	82
67	102&110	100&105	105&103	82&99
68	100	103	98	/
69	101	/	99	87
70	/	112	102	/
71	81	123	96	98
72	80	82	92	110
73	104	/	108	/

In the list so far, 10 contain two or more sulfur atoms:
No.	SMILES	M14	HOP-62	CCRF-CEM	SK-MEL-28
2	N#Cc1nc(-c2cccs2)oc1NC1CCS(=O)(=O)C1 (stereo unspecified)	104	110	100	121
13	CCOc1ccc(N2C(=O)N(c3ccc(SC)cc3)C(=N)C2=S)cc1	85	87	88	102
16	Cc1cc(S(=O)(=O)Nc2nn(C)c(=O)[nH]2)c(SCc2ccccc2)cc1Cl	/	85	83	106
19	CSc1nc(N)c(N=Nc2ccc(S(N)(=O)=O)cc2)c(N)n1	113	93	95	111
28	O=S(=O)(Nc1nnc(/C=C/c2ccccc2)s1)c1ccccc1	95	121	96	108
29	CC(C)Sc1nc(Oc2ccccc2/C=C2/SC(=O)NC2=O)c(C#N)c(-c2ccc(F)cc2)n1	97	87	84	113
42	NS(=O)(=O)c1ccc(NC(=O)CS(=O)(=O)c2ccccc2)cc1	106	102	106	118
43	Cc1ccc(-n2c(=S)[nH]c3sc4c(c3c2=O)CCC(=O)C4)cc1	26	64	21	53
62	Cc1ccc(S(=O)(=O)NCCCNc2nccc(-c3c(-c4ccc(F)cc4)nc4sccn34)n2)cc1	66	75	40	80
68	Cc1cc(-c2ccc(Cl)cc2)n(Cc2nnc(SCC(=O)Nc3ccc(S(N)(=O)=O)cc3)n2C2CCCCC2)n1	100	114	114	106

No.	SK-MEL-5	EKVX	A549/ATCC	HOP-92
2	109	99	103	117
13	101	111	91	108
16	115	96	74	79
19	106	112	115	/
28	99	/	100	/
29	93	100	97	59
42	102	103	105	109
43	27	94	52	57
62	62	/	44	/
68	100	103	98	/

Source: PubChem
